KCC2 mod: KCC2 (human) Cl- transport modulation | Q9H2X9 | 190,000 tested, 2.2% active | B-score of Tl+ flux slope (higher = more flux/activation; lower = inhibition) at 10 µM | KCC2 cells, thallium flux FluoZin-2 fluorescence | AID 1456;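 active means thallium flux slope and its plate-corrected score both differing from the plate sample mean at a set confidence after two filtering rounds, in either direction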;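 further: slope of fluorescence scaled to starting intensity during 10 to 20 s after thallium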
KLK5 inh: blocks human kallikrein 5 protease activity. Q9Y337. recombinant hK5, fluorogenic AMC substrate cleavage. inhibition, % at 5 µM. 210,000 tested, 0.59% active. AID 873;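 active means inhibition of 40% or more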;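 further: 0% = enzyme controls without compound and 100% = no-enzyme blanks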
Hck-Nef inh: human Hck-Nef kinase inhibition; P08631; Recombinant Hck-YEEI plus Nef, Z-Lyte FRET kinase assay; 220,000 tested, 0.68% active; inhibition, % at 20 µM;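 active means Hck-Nef kinase inhibition above about 50%, limit read from the data; inactive means inhibition below that limit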;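 further: 0% = DMSO with Hck plus Nef and 100% = Hck alone without Nef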
thrombin 1536: inhibitors of human thrombin | inhibition, % at 5 µM | 220,000 tested, 0.26% active | P00734 | alpha-thrombin, Boc-VPR-AMC fluorogenic substrate cleavage;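 active means inhibition at or above 40%; inactive means inhibition below 40%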;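 further: 0% = enzyme with no compound and 100% = wells without enzyme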
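Test system: human alpha-thrombin; medium: pH 7.5 Tris-saline with Tween 20; times: reaction at room temperature; signal: AMC fluorescence at 355 nm excitation and 460 nm emission; also added: Boc-VPR-AMC substrate, 15 µM final; dosing: one concentration per compound, 5 µM, with 0.2% DMSO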
TNF necrop inh: TNF-alpha cell death inhibition in Jurkat FADD-/- cells. activation (protection from cell death), % at 10 µM. 220,000 tested, 0.068% active. Jurkat FADD-/- TNF necroptosis rescue, ATP luminescence, 24 h; 0 = TNF only, 100 = no-TNF cells. AID 463075;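 active means activation, meaning protection from cell death, of at least 50% relative to plate controls; inactive means activation below 50%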;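 further: necroptosis triggered by 40 ng/mL TNF-alpha added together with compound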
Rad51 HR inh: blocks human Rad51 in homologous recombination; inhibition, % at 10 µM; Q06609; hRad51 DNA strand exchange, fluorescence dequenching; 200,000 tested, 0.085% active;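 active means inhibition above 40% at the single screening dose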;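 further: 0% = DMSO control wells and 100% = blanks with heterologous ssDNA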
Target sequence (Q06609 whole entry, looked up): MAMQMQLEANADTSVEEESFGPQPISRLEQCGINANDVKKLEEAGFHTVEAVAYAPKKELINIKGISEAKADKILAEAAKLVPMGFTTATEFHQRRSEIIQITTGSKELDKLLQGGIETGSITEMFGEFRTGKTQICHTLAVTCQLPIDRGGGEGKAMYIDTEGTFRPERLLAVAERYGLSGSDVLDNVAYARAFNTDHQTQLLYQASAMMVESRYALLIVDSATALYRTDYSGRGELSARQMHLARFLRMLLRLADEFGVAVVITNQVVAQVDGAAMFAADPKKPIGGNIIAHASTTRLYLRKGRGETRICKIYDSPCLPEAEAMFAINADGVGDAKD
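Material: Human Rad51 nucleoprotein filaments preassembled on unlabelled ssDNA | Also added: Labelled 47-mer dsDNA for strand exchange | Dosing: Single dose, 10 µM final compound | Schedule: 30-min compound preincubation and 15-min exchange, both room temperature | Technique: Fluorescence dequenching at 485/520 nm | Measure: Percent inhibition relative to plate controls and blanks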
zVAD death inh: L929 zVAD cell death inhibition; L929 zVAD necroptosis rescue, ATP luminescence, 24 h; with zVAD 60 µM; viability rescue, % at 10 µM; 220,000 tested, 0.38% active; AID 1377;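 active means activation, scaled between plate controls, above about 75%, limit read from the data; inactive means activation under that limit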;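 further: 0% = zVAD with DMSO and 100% = DMSO alone without zVAD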
FXIa inh 1536: blocks human coagulation factor XIa protease activity; P03951; purified FXIa, Boc-Glu-Ala-Arg-AMC fluorogenic substrate; inhibition, % at 5 µM; 220,000 tested, 0.14% active; AID 798;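 active means inhibition of at least 40%; inactive means inhibition below 40%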;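 further: fluorescence of freed AMC excited at 355 nm; 0% = enzyme without compound and 100% = no enzyme blank; many of its hits are not listed in these tables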
FXIIa inh: blocks human coagulation factor XIIa protease activity; P00748; purified FXIIa, Boc-QGR-AMC fluorogenic substrate, 2 h; inhibition, % at 5 µM; 220,000 tested, 0.3% active; in the data active means inhibition above about 40%;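 further: 0% = enzyme with no compound and 100% = blank without enzyme; many of its hits are not listed in these tables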
Target sequence (P00748 20-372 limits assumed): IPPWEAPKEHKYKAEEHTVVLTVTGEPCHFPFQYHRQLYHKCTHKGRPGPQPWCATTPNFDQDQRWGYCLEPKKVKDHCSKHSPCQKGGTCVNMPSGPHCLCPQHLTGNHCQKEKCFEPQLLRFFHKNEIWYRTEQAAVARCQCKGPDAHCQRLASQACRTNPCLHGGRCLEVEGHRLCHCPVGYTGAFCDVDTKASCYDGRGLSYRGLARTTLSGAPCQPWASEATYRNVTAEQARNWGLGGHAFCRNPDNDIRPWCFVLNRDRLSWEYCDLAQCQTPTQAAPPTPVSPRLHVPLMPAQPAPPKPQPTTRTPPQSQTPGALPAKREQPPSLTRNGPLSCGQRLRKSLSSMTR
Target sequence (P00748 373-615 limits assumed): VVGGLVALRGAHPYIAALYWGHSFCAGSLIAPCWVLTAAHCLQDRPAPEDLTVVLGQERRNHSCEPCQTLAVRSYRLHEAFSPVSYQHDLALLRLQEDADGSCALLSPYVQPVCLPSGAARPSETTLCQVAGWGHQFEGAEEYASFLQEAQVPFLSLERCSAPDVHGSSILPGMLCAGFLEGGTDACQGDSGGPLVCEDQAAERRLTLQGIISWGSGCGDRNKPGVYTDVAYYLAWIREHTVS
Numbers without * were called inactive; i = inactive; / = no result given.

Below each compound – KCC2 mod	KLK5 inh	Hck-Nef inh	thrombin 1536	TNF necrop inh	Rad51 HR inh	zVAD death inh	FXIa inh 1536	FXIIa inh
1: O=C(Oc1ccccc1N1C(=O)C2CCCCC2C1=O)c1ccccc1 (stereo not drawn)
  /	2	-1	4	-0.8	/	1.1	8	16
2: CC(=O)Nc1ccc(NC(=O)CSc2ccc(C)cc2)cc1
  /	-7	0	5	-0.2	5	0.2	-1	12
3: O=C(Nc1ccc(Cl)cc1)Nc1nnc(SCc2ccc(Cl)cc2)s1
  1.2	17	0	27	-1.7	9	10	-4	1
4: O=C(CN1C(=O)COc2ccccc21)N1CCc2ccccc2C1
  0.36	-9	14	-7	-0.6	0	0.7	-1	6
5: CN1CCc2c(c3c(n2C)CCN(C)C3c2ccc(F)cc2)C1c1ccc(F)cc1 (stereo not drawn)
  /	1	-19	-1	-0.6	/	-1.0	-1	12
6: CC(=O)C1=C(C)Nc2ncnn2C1c1ccccc1Cl (stereo not drawn)
  0.96	-4	5	6	1.9	3	0.1	5	14
7: Cc1ccc(NC(=O)Cn2cc(S(=O)(=O)c3ccc(F)cc3)c(=O)c3cc(F)ccc32)cc1
  -0.021	-11	-7	-7	1.7	/	/	4	7
8: CC(C)CCOC(=O)C1C2C=CC3(CN(Cc4cccs4)C(=O)C13)O2 (stereo not drawn)
  -0.37	-3	20	-1	-0.6	-1	-0.5	4	15
9: Cc1ccc(NC(=O)c2ccc(CSc3nnc(C)s3)cc2)cc1
  -0.11	-16	-2	3	-2.6	-3	0.5	5	10
10: Cc1ccc(C(=O)Nc2ccccc2C(=O)N2CCOCC2)cc1[N+](=O)[O-]
  6.9*	-8	2	-2	1.0	/	0.6	-5	0
11: O=C(N/N=C/c1cccc2cccnc12)[C@H]1C[C@@H]1c1ccccc1
  -0.69	3	1	-3	-0.3	/	2.1	6	8
12: CN(C)Cc1c(O)ccc2c1O/C(=C\C=C\c1ccccc1)C2=O
  i	2	-1	-7	-21	-163	17	-3	7
13: Cc1cc(C(=O)COC(=O)c2ccc(N)cc2)c(C)n1-c1c(C)n(C)n(-c2ccccc2)c1=O
  1.1	5	19	-2	-0.3	-7	0.6	0	6
14: Cc1cc(C)c2cc(C#N)c(NCCNC(=S)NCCCN3CCOCC3)nc2c1
  /	1	29	-2	3.4	28	3.2	-5	6
15: C[C@@H]1CC=C[C@H]2[C@H]1C(=O)N(Cc1ccccc1)[C@H]2c1ccc(F)c(Br)c1
  -0.87	2	30	1	-15	-2	-1.0	2	9
16: c1ccc(-c2nnc(SCc3nc4ccccc4[nH]3)n2Cc2ccco2)cc1
  -0.039	-13	-1	4	1.1	-2	0.6	0	9
17: O=C1C(=O)N(CCCN2CCOCC2)C(c2cccs2)/C1=C(/O)c1ccc2c(c1)OCO2 (stereo not drawn)
  1.1	-8	1	3	-2.0	-3	0.0	2	20
18: CC1(C)C(C=C(Cl)Cl)C1C(=O)Nc1ccc([N+](=O)[O-])cc1 (stereo not drawn)
  -0.69	-5	0	-11	0.0	-2	1.3	-4	3
19: CCc1sc(C(=O)NC2CCN(C)CC2)cc1Br
  -0.79	-13	1	-10	3.1	-2	0.2	-4	1
20: C=CCN1CCc2c(cc(O)c(O)c2Cl)C(c2ccccc2)C1 (stereo not drawn)
  -3*	-3	22	1	-2.5	0	0.3	0	8
21: COc1ccc(N2CCN(CC(=O)Nc3cc4c(cc3C(C)=O)OCO4)CC2)cc1
  1.7	/	1	/	-0.7	/	-0.1	/	/
22: O=C(NCc1csc(-c2cccs2)n1)Nc1ccc(F)cc1F
  -1.9	-6	-6	-1	4.6	-1	0.7	-3	1
23: CCOC(=O)c1ccc(N2C(=O)c3n[nH]c(C)c3C2c2ccccc2)cc1 (stereo not drawn)
  0.15	-9	4	2	-1.9	7	-0.2	1	10
24: CCCNC(=O)c1ccccc1NC(=O)c1ccccc1N(C)S(C)(=O)=O
  0.99	-12	8	1	-1.3	-2	-0.5	4	11
25: COc1c(/C=N/NC(=O)[C@H]2C[C@@H]2c2ccccc2)c(CCN(C)C(C)=O)cc2c1OCO2
  -3.6	0	22	-12	1.9	/	-0.3	0	0
26: Cc1cc(C)c2c(-n3cccc3)nn(C)c2n1
  0.68	-3	4	-2	-3.5	1	0.5	-2	12
27: COc1ccc(CC2(CO)CCN(S(=O)(=O)c3sccc3C)CC2)cc1
  -0.86	-3	7	-3	2.1	4	18	-8	-1
28: Cc1c(-n2cc(C(=O)c3cc(F)ccc3O)cc(C#N)c2=O)c(=O)n(-c2ccccc2)n1C
  -0.95	-4	12	-11	0.5	-16	8.7	-6	1
29: Cc1ccnc(NC(=O)CSc2nnc3c(n2)[nH]c2ccccc23)c1
  -0.13	-3	17	-12	5.8	-6	68	-7	3
30: COc1ccc(-c2[nH]ncc2Oc2ccccc2OC)c(O)c1
  -0.33	-13	6	1	-0.8	5	-0.1	8	-2

Brought forward from above: two entries, followed by the next part.
Below each compound – KCC2 mod	KLK5 inh	Hck-Nef inh	thrombin 1536	TNF necrop inh	Rad51 HR inh	zVAD death inh	FXIa inh 1536	FXIIa inh
29: Cc1ccnc(NC(=O)CSc2nnc3c(n2)[nH]c2ccccc23)c1
  -0.13	-3	17	-12	5.8	-6	68	-7	3
30: COc1ccc(-c2[nH]ncc2Oc2ccccc2OC)c(O)c1
  -0.33	-13	6	1	-0.8	5	-0.1	8	-2
31: COC(=O)c1sccc1NC(=S)N1CCCCC1
  /	-2	1	-5	-0.2	-1	-0.1	-12	-12
32: COc1ccc(Oc2cccc(Cl)c2CNC(=O)CCC(=O)O)cc1
  -0.32	1	21	-11	1.0	/	0.6	2	5
33: COC(=O)CCN(C(=O)c1ccc(N2CCCCC2)c([N+](=O)[O-])c1)c1ccccn1
  0.12	-26	-18	-2	2.6	4	0.4	-8	-4
34: COc1ccccc1Nc1nc2cc(C)ccc2cc1C#N
  0.85	-3	16	-12	0.4	-1	4.1	-4	3
35: COc1ccc(-c2nnc(SCC(=O)N3CCOCC3)o2)cc1
  -4.1	-20	0	-12	-3.5	2	-0.3	-5	-8
36: CN(C)N1C(N)=C(C#N)C(c2ccccc2)C2=C1CCCC2=O (stereo not drawn)
  0.2	-3	15	-3	1.4	34	2.0	-2	7
37: COCC(=O)N(Cc1cc2cc(OC)ccc2[nH]c1=O)c1ccccc1OC
  /	-3	-1	0	0.2	-3	0.1	0	9
38: Cc1[nH]c2ccccc2c1C(=O)COC(=O)c1cccc(S(=O)(=O)N2CCCCC2)c1
  0.78	-3	-2	2	2.9	16	1.2	10	19
39: CCOc1ccccc1NC(=O)Nc1cc(S(=O)(=O)N(C)C)ccc1C
  /	-3	3	-5	-0.1	-8	0.9	-4	5
40: Nc1cc(N)nc(SCC(=O)N2CCN(S(=O)(=O)c3ccccc3)CC2)n1
  0.028	2	19	-2	1.0	-2	-0.6	-1	12
41: Cc1cc(C(F)(F)F)n2ncc(-c3ccccc3)c2n1
  /	-2	-1	-8	-1.4	-7	-0.1	-1	2
42: COc1ccc(NC2=NC(=S)N(c3ccc(C)cc3)C23CCCCC3)cc1
  /	-21	0	-2	-2.8	-5	-0.4	-10	2
43: Cc1[nH]n(-c2nc(-c3ccc(Cl)cc3)cs2)c(=O)c1N=Nc1ccc(O)cc1
  -0.12	3	17	-8	-11	-5	-0.8	6	10
44: O=C(c1cn(-c2ccc(Cl)c(Cl)c2)nn1)C1CC1
  -0.44	0	7	-4	-1.0	18	-1.3	1	10
45: NC(=O)C1CCN(C(=O)c2ccc3nc(N4CCCCC4)sc3c2)CC1
  0.78	-4	25	-5	-1.1	/	-0.5	-2	11
46: CCC(C)NC(=O)c1[nH]c(C)c(C(=O)OC)c1C (stereo not drawn)
  0.11	2	3	-8	1.7	3	0.7	-1	3
47: Cc1ccc(NC(=O)C2=C(c3ccccc3)S(=O)(=O)CCS2(=O)=O)cc1
  0.03	0	17	-22	-14	9	-0.1	-3	4
48: COc1ccc(/C=N/n2c(C)nnc2C)c(OC)c1OC
  /	7	0	-2	-0.3	6	1.4	0	9
49: Cc1cc2c(cc1[N+](=O)[O-])NC(CNC(C)C)CC2 (stereo not drawn)
  /	-2	27	-4	4.3	8	-0.1	-3	4
50: CC1(C)CC(=O)C(C=NCC2CCNCC2)=C(O)C1
  -0.14	-16	0	-5	-1.3	/	-0.5	2	17
51: O=C(NNC(=O)c1cc2c(s1)CCCC2)c1ccccc1
  -1	-15	-1	0	0.6	-11	0.6	0	14
52: COc1ccc2nc(NC(=O)CNS(=O)(=O)c3cccs3)sc2c1
  /	-55	-1	-2	4.2	5	0.1	3	-5
53: Nc1cccc2c1nnn2C1OC(CO)C(O)C(O)C1O (stereo not drawn)
  0.11	0	6	-2	0.0	-6	0.5	0	4
54: O=C(CN1CCN(c2ccccc2O)CC1)NC(=O)NC1CCCC1
  -0.88	2	9	-13	1.4	-9	0.7	-5	1
55: CC1CN(C(=O)CN2C(=O)NC(C)(c3ccccc3)C2=O)CC(C)O1 (stereo not drawn)
  -0.37	0	-4	2	1.3	/	1.4	-14	5
56: CCn1nnc(NC(=O)c2ccc([N+](=O)[O-])o2)n1
  1	-3	11	-10	-3.9	-13	-0.7	-4	10
57: COc1ccc(N(CC(=O)Nc2cccc(N(C)S(C)(=O)=O)c2)S(=O)(=O)c2ccccc2)cc1Cl
  -0.085	/	-3	-5	-4.0	-14	-0.6	-1	3
58: COc1ccc(NC(=S)N2CCN(C/C=C/c3ccccc3)CC2)cc1OC
  -0.83	6	0	-5	-5.5	1	-0.4	-10	-3
59: COC(=O)CN(c1ccc(Cl)cc1C)S(C)(=O)=O
  0.029	-5	21	-3	-0.1	-7	0.6	-3	4
60: CCOc1ccc(NC(=O)c2ccc(-n3cccn3)nc2)cc1
  0.083	-2	20	-3	0.2	2	3.3	-11	2
61: O=C(NCC(=O)N(c1ccc(F)cc1)C(C(=O)NCC1CCCO1)c1ccccc1)c1ccco1 (stereo not drawn)
  0.45	-6	1	-10	-3.9	-4	0.1	13	25
62: CCOCCCN1C(=O)CN(C2CCCCCC2)C(=O)C1c1ccc(OC)cc1 (stereo not drawn)
  -0.58	-8	3	5	-2.4	-6	-0.5	3	19
63: Cn1cc(Cl)c(C(=O)Nc2nc3ccc([N+](=O)[O-])cc3s2)n1
  /	3	43	-8	-1.0	-9	-1.6	-4	4
64: CCOc1ccc(NC(=S)N(CCCN2CCOCC2)Cc2cn(C)c3ccccc23)cc1
  -0.32	-2	3	2	0.1	/	-0.6	2	8
65: CC(=O)N1CCN(C(=S)NC(=O)c2ccc(S(=O)(=O)N3CCOCC3)cc2)CC1
  0.031	-14	-27	-1	0.7	/	0.1	8	11
66: CON(C)S(=O)(=O)c1ccc2c(c1)N(Cc1ccc(C)cc1)C(=O)C1CCCN21 (stereo not drawn)
  0.23	-2	1	5	-0.2	4	0.0	0	9
67: Cc1cnc(C(=O)OCC(=O)Nc2ccc(C)c(S(=O)(=O)N3CCCCC3)c2)cn1
  -0.58	-9	1	-16	1.5	-6	0.0	-5	-1
68: Cc1cc(C)cc(NC(=O)Cn2nnc3ccccc3c2=O)c1
  -0.12	0	12	0	2.4	0	2.1	1	14
69: CCCCn1c(SCC(=O)OCC)nc2c1c(=O)[nH]c(=O)n2C
  0.78	-24	8	-4	-0.3	1	0.3	1	14

These rows are one share of the data. The share of hits here may be higher or lower than overall.
